Bioassay records from PubChem.
USP1-UAF1 inh = blocks the human USP1/UAF1 deubiquitinase complex; O94782; recombinant USP1/UAF1, Ub-Rhodamine cleavage fluorescence; Potency, µM (top dose mostly 57.1 µM), for inactives: at the top dose activity change, negative = inhibition, hits mostly inhibitors; 0.23% of 390,000 active; further: potency means the concentration at half of the fitted maximal effect; on the % scale 0 is the no-effect control and ±100 the full control effect; nearly all actives have a fitted effect of over 60% in size; inactives centre near -12
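High-throughput fluorogenic screen: 1nM USP1/UAF1 complex, Ub-Rho substrate 150nM final, 50mM HEPES pH 7.8 with 0.5mM EDTA, 0.1 mg/ml BSA, 1mM TCEP and 0.01% Tween-20.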
LDHA inh = blocks human lactate dehydrogenase A | AID 1347041 | 0.15% of 480,000 active | activity change, % (values are at about 110 or 230 µM) | P00338 | purified LDHA, NADH/diaphorase-resazurin fluorescence; stronger effect = lower value; in the data active means activity change below about -30%; inconclusive means mostly about -25% to -30%;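 further: plate controls were DMSO wells for no effect and wells without enzyme for full effect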
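LDH5 2 nM; NADH 0.06 mM, pyruvate 0.2 mM; 200 mM Tris pH 7.4, EDTA, Tween-20; 5 min RT. Detection: diaphorase 0.133 mg/mL + resazurin 37 µM, fluorescence ex540/em590 at 0 and 20 min; normalized to enzyme-free and DMSO wells.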
mIDH1 inhibitor = human IDH1 R132H inhibition. 0.093% of 390,000 active. O75874. AID 602179. IDH1-R132H enzyme, NADPH consumption, diaphorase/resazurin fluorescence. Potency, µM (series often up to 76.6 µM), for the others: top-dose activity change, negative = inhibition, most hits filed as inhibitors; further: potency means the concentration at half of the fitted maximal effect; on the % scale 0 is the no-effect control and ±100 the full control effect; nearly all actives have a fitted effect of over 65% in size
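IDH1-R132H (0.5 ug/mL dispensed) in pH 7.5 Tris buffer was preincubated 30 min with compound, then given a substrate mix of 0.016 mM NADPH and 2 mM alpha-KG for 80 min at room temperature; remaining NADPH was read by diaphorase/resazurin fluorescence.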
Vif-APOBEC3F blk = Vif-A3F binding inhibition; Potency, µM (titrated, usually from 46.1 µM), without a hit: at the top dose activity, negative = active; HeLa A3F-eYFP + Vif (tagged APOBEC3F with the HIV-1 protein that degrades it), YFP fluorescence increase; 0.2% of 390,000 active; further: potency means the concentration at half of the fitted maximal effect; % of control where 0% means no effect; nearly all actives have a fitted effect of over 65% in size
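HeLa cells stably expressing Vif plus C-terminally eYFP-tagged A3F were seeded, incubated overnight at 37 deg C, dosed with compound, incubated overnight again at 37 deg C. Yellow fluorescence (Ex 488/Em 500-530) reported blocked Vif-mediated A3F-eYFP degradation.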
RXFP1 agonist = agonists of human relaxin receptor RXFP1; Potency, µM (doses to about 57.5 µM), for inactives: at the highest dose activation, usual class: activators; HEK293T-RXFP1 cAMP TR-FRET, 30 min; response scale: percent of porcine relaxin response, buffer zero; 0.3% of 370,000 active; Q9HBX9; further: potency means the concentration at half of the fitted maximal effect; on the % scale 0 is the no-effect control and ±100 the full control effect; nearly all actives have a fitted effect of over 60% in size; many of its hits are not listed in these tables
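HEK293T cells stably expressing RXFP1 were pretreated with the PDE4 inhibitor Ro 20174, exposed to compounds for 30 min at 37C, lysed, and cAMP was read by TR-FRET. Data normalized to buffer (basal) and 29 nM porcine relaxin (100%).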
PI4K2A inh = blocks human PI4K2A kinase activity | Q9BTU6 | purified PI4K2A, ADP-Glo luminescence, 1 h; stronger effect = lower value | activity change, negative = inhibition, % at 76.9 µM | 0.13% of 420,000 active | AID 1346378; in the data active means activity change below about -50%; inconclusive means mostly about -30% to -49%;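 further: -100% = wells without enzyme as full effect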
Target sequence (Q9BTU6 whole entry, looked up): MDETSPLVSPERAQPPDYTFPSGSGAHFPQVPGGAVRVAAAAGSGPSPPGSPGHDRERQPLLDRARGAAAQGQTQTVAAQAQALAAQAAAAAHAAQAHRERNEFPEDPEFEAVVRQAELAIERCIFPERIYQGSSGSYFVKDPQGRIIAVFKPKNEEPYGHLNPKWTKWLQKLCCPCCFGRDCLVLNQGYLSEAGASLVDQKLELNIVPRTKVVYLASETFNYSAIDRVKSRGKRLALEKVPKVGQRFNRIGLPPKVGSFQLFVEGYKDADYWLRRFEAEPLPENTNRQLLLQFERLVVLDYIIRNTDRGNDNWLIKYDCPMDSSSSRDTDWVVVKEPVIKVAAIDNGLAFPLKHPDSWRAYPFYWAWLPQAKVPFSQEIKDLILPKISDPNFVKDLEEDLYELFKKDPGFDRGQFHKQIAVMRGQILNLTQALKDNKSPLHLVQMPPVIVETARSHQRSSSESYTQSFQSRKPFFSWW
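PI4K2A activity was measured by ADP-Glo luminescence: enzyme (4 ug/mL stock) and phosphatidylinositol (1.2 mM stock) in Tris pH 7.5/MgCl2/EGTA/Triton X-100 buffer were reacted with ATP (300 microM stock) for one hour at ambient temperature.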
Glioma ERSR ind = ER stress response induction in glioma | U87-MG GRP78 promoter luciferase reporter, 16 h | Potency, µM, for the others: at the highest dose activation, hits mostly activators | 0.02% of 420,000 active | AID 602332; further: potency means the concentration at half of the fitted maximal effect; series mostly up to about 76 µM; % of control where 0% means no effect; nearly all actives have a fitted effect of over 35% in size
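ERSR induction read as luciferase luminescence (Bright-Glo, 10 min at room temperature) in stably transfected human U87-MG glioma cells exposed to compounds for 16 h, using GRP78 as sensor.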
Vif-A3G inh = blocks the Vif interaction with human APOBEC3G; HeLa A3G-eYFP + Vif (tagged APOBEC3G with the HIV-1 protein that degrades it), YFP fluorescence, overnight; 0.076% of 410,000 active; Potency, µM (titrated, usually from 46.1 µM), for the others: at the highest dose activity, negative = active, usual class: inhibitors; AID 602310;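 further: potency means the concentration at half of the fitted maximal effect; on the % scale 0 is the no-effect control and ±100 the full control effect; nearly all actives have a fitted effect of over 60% in size; hits raise eYFP signal because A3G escapes Vif-driven loss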
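Read-out is eYFP fluorescence (Ex 488/Em 500-530) from Vif-expressing HeLa A3G-eYFP cells; more signal means A3G escaped Vif-mediated degradation. Cells plated overnight, compound pinned in, incubated overnight at 37 deg C.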
TrxR1 substrate = rat thioredoxin reductase 1 substrate activity. 0.01% of 390,000 active. Potency, µM (titrated, usually from 114 µM), without a hit: at the highest dose activity change, negative = substrate turnover. purified TrxR1 substrate turnover, NADPH consumption readout. AID 588456; further: potency means the concentration at half of the fitted maximal effect; on the % scale 0 is the no-effect control and ±100 the full control effect; nearly all actives have a fitted effect of over 50% in size
Target sequence (O89049 whole entry, looked up): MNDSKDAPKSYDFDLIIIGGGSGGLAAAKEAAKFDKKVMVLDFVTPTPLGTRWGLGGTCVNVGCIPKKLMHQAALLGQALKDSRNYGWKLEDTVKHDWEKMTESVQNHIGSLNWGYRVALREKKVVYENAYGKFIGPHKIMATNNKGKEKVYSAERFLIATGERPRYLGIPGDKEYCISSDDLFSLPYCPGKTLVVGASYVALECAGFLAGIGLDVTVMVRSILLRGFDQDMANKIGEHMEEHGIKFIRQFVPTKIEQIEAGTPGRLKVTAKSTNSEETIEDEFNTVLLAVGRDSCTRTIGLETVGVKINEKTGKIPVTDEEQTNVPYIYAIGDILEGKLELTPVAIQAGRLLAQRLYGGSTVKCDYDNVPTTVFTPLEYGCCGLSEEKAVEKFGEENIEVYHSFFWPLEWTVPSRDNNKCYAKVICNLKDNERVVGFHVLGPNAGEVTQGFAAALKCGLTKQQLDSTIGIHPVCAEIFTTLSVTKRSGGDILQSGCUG
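Rat TrxR1, dispensed at 90 nM, was prereduced with 400 uM NADPH (final) for 5 min at ~22 deg C, then incubated with compound 15 min before 400 uM selenite. A first-read NADPH fluorescence drop versus no-compound background flagged substrates.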
Active calls of the source: *; ? = inconclusive; . = no result given; & = joins results of further samples; [ ] = remark or other dose. Unless noted, the call rests on the fitted dose curve; in most records, active means well fitted curve in the direction sought with a large enough effect; inconclusive means small, poorly fitted or top-dose-only effect, or another doubt; inactive means no such curve, though single readings can be large; an effect the other way counts as inactive or inconclusive.

SMILES | USP1-UAF1 inh | LDHA inh | mIDH1 inhibitor | Vif-APOBEC3F blk | RXFP1 agonist | PI4K2A inh | Glioma ERSR ind | Vif-A3G inh | TrxR1 substrate
CC(C)(CNC(=O)c1ccc(-c2ccccc2Cl)o1)N1CCOCC1 | -4.7% | -6.9 | 4.3% | -10.6% | 0.5% | -0.2 | 3.5% | 1.2% | 1.7%[11.4 µM]
O=C(O)CN1C(=O)CCS(=O)c2ccccc21 (stereo not drawn) | ? | 1.9 | 9.0% | -4.1% | 0.6% | 0.2 | -3.1% | 0.0% | 5.1%
CC(=O)Nc1ccc(C(=O)COC(=O)CCc2ccccc2)c(F)c1 | -12.9% | 0.6 | 6.3% | -3.1% | -0.3% | -4.5 | -4.0% | 1.4% | -10.6%
COc1cc(-c2cc(OC)c3c(C)oc(C)c3c(=O)c2)ccc1OC(=O)c1ccc(C)cc1 | -6.9% | 1.6 | -3.3% | -0.3% | -0.1% | -6.8 | -0.9% | -2.7% | -3.9%
O=C(c1ccco1)N1CCN(C(=O)c2cnn(-c3cccc(F)c3)c2C2CCNCC2)CC1 | -18.3%&-13.0% | -0.9&2.4 | 15.6%&7.8% | -8.0%&2.0% | 1.0%&-1.5% | -3.8&4.1 | 5.8%&-4.3% | 3.2%&-0.9% | 0.8%&1.6%
Cc1ccc(S(=O)(=O)N2CCN(c3nc(-c4ccccc4)nc4ccccc34)CC2)cc1 | . | -6.5&5.8 | . | . | . | . | -2.4% | 1.4% | 2.1%
CCOC(=O)C1(Cc2ccccc2)CCCN(C2CCCC2)C1 (stereo not drawn) | -4.8% | -4.4 | 5.2% | -0.6% | 0.1% | -6.7 | -2.7% | 0.5% | -5.6%
COC(=O)c1cc(NS(=O)(=O)c2ccc(NCc3cccnc3)c([N+](=O)[O-])c2)cc(C(=O)OC)c1 | -13.3% | -11.7 | -1.9% | 0.7% | -0.1% | -1.2 | -0.7% | 0.4% | -1.7%
O=C(CCC(=O)N(CC(=O)NC1CCCC1)Cc1ccc(F)cc1)Nc1nccs1 | -21.4% | -4.0 | -8.8% | 3.9% | 0.9% | -0.8 | -2.2% | 0.9% | -6.0%
Cc1ccc(-c2c(C(=O)O)c(C(=O)O)c3n2CCC3)cc1 | -13.4% | -2.3 | -8.6% | 1.9% | 1.0% | -2.2 | -1.0% | 1.2% | 4.4%
CN(C)c1ccc(NC(=O)Cc2ccccc2)c2ccccc12 | -15.9% | 8.4 | -8.5% | 16.3% | 4.3% | 0.0 | -0.6% | -0.5% | 44.1%[activator]
O=C(NCc1ccc(F)cc1)c1ccc(CSc2nc3ccncc3n2Cc2ccc(F)cc2)cc1 | -24.7% | -3.2 | 4.3% | 0.5% | 27.0% | 3.5 | -0.4% | -1.2% | -0.6%
O=C(NC1CCCCC1)C1c2ccccc2C(=O)N1Cc1ccco1 (stereo not drawn) | -7.5% | -5.2 | -0.4% | 0.9% | -0.8% | -2.5 | -6.1% | 3.9% | 6.2%
Cc1[nH]c2ccccc2c1/C=N/NC(=O)c1cccc([N+](=O)[O-])c1 | -2.8% | -17.7&-1.5 | 1.6% | 3.4% | 0.8% | 5.0 | 0.8% | -3.6% | -22.4%[57.1 µM]
CCOC(=O)c1c(=O)n(O)c2ccc(C)cc2[n+]1[O-] | 5.3% | -3.4 | -6.8% | 9.4% | -0.1% | 1.8 | 2.9% | -0.7% | 2.6%[57.1 µM]
c1ccc(-c2cncn2-c2ccccc2)cc1 | -32.1% | -2.0 | 7.5% | 5.8% | 0.2% | -2.9 | -1.6% | 5.3% | -8.1%[57.1 µM]
N#C/C(=C\c1ccco1)C(=O)NCc1ccccc1 | -10.6% | -2.9 | -4.5% | 0.3% | 0.3% | 0.4 | 3.9% | 0.7% | 0.7%
CC(NC(=O)c1ccco1)C(=O)N1CCc2ccccc2C1 (stereo not drawn) | -19.6% | -3.2 | 5.4% | -5.7% | 0.1% | -0.8 | 0.5% | 2.0% | 0.3%
COc1cc2c(cc1NC(=O)C(C)OC(=O)c1ccc(S(=O)(=O)Nc3ccccc3Cl)cc1)oc1ccccc12 (stereo not drawn) | -20.8% | 0.7 | 0.0% | 5.4% | -1.8% | -2.4 | 3.2% | -2.4% | -1.8%
O=c1c2ccccc2n2c(=S)[nH]nc2n1-c1ccccc1 | ? | -13.4 | -4.0% | 9.7% | -1.2% | -2.2 | -3.2% | 2.8% | -1.9%
O=C(CCc1ccccc1Cl)Nc1cc2c(cc1C(=O)O)OCCCO2 | -12.3% | -4.1 | 3.4% | 6.0% | 3.2% | 0.3 | -3.5% | -1.3% | 11.6%
S=C(Nc1ccc2nc(-c3ccccn3)c(-c3ccccn3)nc2c1)N1CCOCC1 | -19.9% | 13.9 | 26.9% | -5.4% | 5.3% | -0.2 | -0.7% | 2.3% | 6.1%[57.1 µM]
Cc1cc(OCC(=O)N[C@@H](Cc2c[nH]c3ccccc23)C(=O)O)c2c(C)c(C)c(=O)oc2c1 | 16.8% | 0.1 | 13.5% | 2.9% | -0.9% | -5.3 | -1.7% | -4.8% | -4.7%
N=c1c2c(-c3ccccc3)c(-c3ccccc3)n(Cc3ccccc3)c2ncn1CCO | -10.0% | 3.6 | 1.2% | 0.7% | 0.1% | -2.5 | -6.0% | -0.1% | -8.8%
Cc1noc(/C=C/N(C)C)c1S(=O)(=O)N(C)CC(=O)N1CCc2ccccc21 | -7.6% | -2.1 | 5.2% | 0.0% | -0.2% | -5.5 | -5.2% | 0.5% | -10.8%[57.1 µM]
(cont.)
SMILES | USP1-UAF1 inh | LDHA inh | mIDH1 inhibitor | Vif-APOBEC3F blk | RXFP1 agonist | PI4K2A inh | Glioma ERSR ind | Vif-A3G inh | TrxR1 substrate
COc1ccc(Cl)cc1Nc1nc(C)cc(=O)[nH]1 | -13.2% | -7.2 | 2.0% | 1.1% | 2.2% | -0.5 | 1.6% | -17.1% | 9.5%[57.1 µM]
CCC1(c2ccccc2)NC(=O)N(CC(=O)N(CC(=O)Nc2ccccc2C(F)(F)F)Cc2ccco2)C1=O (stereo not drawn) | -16.3% | -0.1 | 1.8% | 0.4% | 1.9% | -6.2 | -2.9% | -13.2% | -3.5%
COC(=O)c1ccc(OCC2c3cc(OC)c(OC)cc3CCN2C(=O)C2CC2)cc1 (stereo not drawn) | -17.0% | -2.8 | 2.2% | -13.6% | 5.5% | 5.3 | 1.1% | 3.6% | 4.8%[57.1 µM]
CCOC(=O)CSC1=Nc2ccccc2C2=NC(CC(=O)NCc3cccs3)C(=O)N12 (stereo not drawn) | -17.7% | -4.7 | 1.4% | 8.2% | 4.4% | 9.8 | -6.3% | -7.7% | 11.0%[57.1 µM]
O=S(=O)(c1ccccc1)c1nc(-c2cccs2)oc1NCCCn1ccnc1 | -19.6% | -6.2 | 8.6% | -11.2% | 0.4% | 12.6 | -0.1% | -4.8% | -5.3%[57.1 µM]
CCOc1cc2[nH]c(=O)n(CCCC(=O)NCc3ccc(OC)cc3)c(=O)c2cc1OCC | -12.6%&-15.1% | 0.1&-4.2 | -8.6%&6.2% | 3.4%&-12.1% | 0.1%&1.6% | -1.7&-0.6 | -2.2%&-2.5% | -1.4%&-5.6% | 4.5%[57.1 µM]
Cn1cnc(S(=O)(=O)N2CCN(c3ccc(Cl)cc3)CC2)c1 | -11.5% | 2.7 | -9.1% | -3.1% | 0.6% | -2.8 | 0.9% | 1.8% | 7.7%
CCOC(=O)COc1c(/C=N\OC)cc(Cl)cc1OC | -10.3% | -14.6 | -0.6% | 0.9% | 1.7% | 2.7 | -1.3% | 1.5% | -3.2%[57.1 µM]
CS(=O)(=O)c1ccc(NCC2CCCO2)c([N+](=O)[O-])c1 (stereo not drawn) | -10.4% | -12.3 | -7.7% | 13.2% | -1.0% | -2.2 | -1.2% | -5.9% | -4.6%
CC(=O)Nc1cc(Cl)c(N=Cc2ccc(O)cc2O)cc1Cl | -16.0% | 9.0 | 14.9% | -27.3% | 9.9% | -10.7 | -10.7% | 8.0% | -1.8%
CCS(=O)(=O)N1CCN(c2ccccn2)CC1 | -26.5% | 4.5 | 7.2% | 0.9% | 0.3% | 2.3 | -1.9% | 6.6% | 15.9%
Cc1cc(OCCOc2cccc3cccnc23)cc(C)c1Cl | -6.4% | -5.3 | -5.5% | 3.0% | 0.1% | 11.4 | -3.2% | -2.4% | 0.2%[57.1 µM]
[O-]/[N+](=N\Nc1ccc(Cl)cc1)c1ccccc1 | -2.8% | 25.8 | -7.5% | 0.0% | . | 12.1 | 2.9% | -6.8% | -3.4%
O=S(=O)(NCCc1c[nH]c2ccccc12)c1ccc(F)cc1 | -16.1% | -2.9 | 3.0% | 0.0% | . | -2.1 | 0.1% | 6.0% | 2.8%
CC(=O)c1cccc(NC(=O)Cn2cnc(S(=O)(=O)N3CCCCC3)c2)c1 | ? | -0.7 | -3.5% | 4.2% | 1.2% | -2.1 | 1.2% | 1.3% | 0.0%
COc1ccc(OCCC(=O)Nc2ccc(S(N)(=O)=O)cc2)cc1 | -4.9% | -1.0 | 8.9% | -21.3% | 9.2% | 1.1 | -1.5% | -4.8% | 3.8%
CCOC(=O)c1sc2ccc(S(=O)(=O)N3CCOCC3)cc2c1N | -14.2% | 4.2 | -4.2% | -5.3% | 4.3% | 0.4 | -2.7% | -3.9% | 1.1%[57.1 µM]

Not all compounds are listed. The share of hits here may be higher or lower than overall.
